Screening data from PubChem.
Rin1-Abl PPI inh – inhibitors of Rin1-Abl protein binding, primary screen, biochemical, TR-FRET | Tyrosine-protein kinase ABL1 (Homo sapiens) + Ras and Rab interactor 1 (Homo sapiens), … | inhibition, % at 7.35 µM | hit rate 0.4% among 360,000 | AID 588664, 2011; in the data active = inhibition above about 5%, passing the limit was not always enough
Neddylation inh – inhibitors of cullin neddylation, primary screen, biochemical, TR-FRET, uHTS, NAE and Ubc12. NEDD8-conjugating enzyme Ubc12 (Homo sapiens) + NEDD8-activating enzyme E1 regulatory …. calls only at 25 µM. hit rate 0.58% among 360,000; in the data active = inhibition above about 36%
NRP1-CendR mod – modulators of CendR peptide binding to NRP-1, primary screen, biochemical, fluorescence polarization, uHTS; Neuropilin-1 (Homo sapiens), O14786; FAM-RPARPAR peptide binding to NRP-1; inhibition, % at 25 µM; hit rate 0.85% among 360,000;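 active = inhibition or corrected inhibition above about 18%, plus a signal ratio from 0.5 to 1.5, limit read from the data, passing the limit was not always enough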; note: strong numbers were not always called active
Target sequence (O14786 whole entry, looked up): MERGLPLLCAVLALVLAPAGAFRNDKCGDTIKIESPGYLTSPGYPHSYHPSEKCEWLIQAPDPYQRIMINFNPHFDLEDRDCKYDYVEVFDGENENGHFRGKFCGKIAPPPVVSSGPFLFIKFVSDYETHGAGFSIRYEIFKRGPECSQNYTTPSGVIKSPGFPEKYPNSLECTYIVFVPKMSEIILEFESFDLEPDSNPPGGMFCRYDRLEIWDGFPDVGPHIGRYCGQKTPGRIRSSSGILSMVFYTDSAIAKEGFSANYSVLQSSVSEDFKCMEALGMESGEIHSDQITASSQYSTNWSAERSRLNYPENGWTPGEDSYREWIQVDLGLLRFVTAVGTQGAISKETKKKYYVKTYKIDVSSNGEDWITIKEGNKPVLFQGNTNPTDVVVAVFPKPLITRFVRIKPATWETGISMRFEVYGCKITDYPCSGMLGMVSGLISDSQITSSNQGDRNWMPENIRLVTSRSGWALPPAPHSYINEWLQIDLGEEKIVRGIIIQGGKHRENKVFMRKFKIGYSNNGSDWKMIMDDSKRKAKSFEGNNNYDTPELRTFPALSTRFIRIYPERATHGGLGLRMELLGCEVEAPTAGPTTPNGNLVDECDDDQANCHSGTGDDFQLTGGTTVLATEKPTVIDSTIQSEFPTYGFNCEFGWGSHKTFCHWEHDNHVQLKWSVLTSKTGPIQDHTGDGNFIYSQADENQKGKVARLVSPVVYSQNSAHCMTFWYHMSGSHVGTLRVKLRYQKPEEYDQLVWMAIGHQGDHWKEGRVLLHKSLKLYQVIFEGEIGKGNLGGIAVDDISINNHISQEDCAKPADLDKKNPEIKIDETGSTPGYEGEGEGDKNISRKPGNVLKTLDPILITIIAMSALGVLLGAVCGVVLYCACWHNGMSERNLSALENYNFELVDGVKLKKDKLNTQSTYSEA
MT1-MMP act inh – blockers of MT1-MMP proenzyme processing, primary screen, HT1080 RFP-PRO-GFP cells, GFP/RFP fluorescence; Matrix metalloproteinase-14 (Homo sapiens), P50281; GFP/RFP ratio fluorescence, overnight; percent of plate control window, DMSO zero; GFP/RFP ratio change, % at 20 µM; hit rate 0.061% among 360,000;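 active = GFP/RFP ratio change of at least 30% with cell ATP level not reduced by more than half and red fluorescence within 50% of control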; note: strong numbers were not always called active
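Assay system: RFP-PRO-GFP reporter HT1080 cells; read-out basis: GFP/RFP fluorescence ratio; benchmarks: DMSO wells and RFP-L50D-GFP cells; doses: 20 µM single dose, 1% DMSO; schedule: overnight cell settling, then overnight compound exposure, 37 °C, 5% CO2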
FAS TE block – FAS thioesterase domain inhibitors, primary screen, biochemical, fluorescence intensity, uHTS. Fatty acid synthase (Homo sapiens), P49327. recombinant FAS-TE, OMFH fluorogenic substrate, fluorescence endpoint. inhibition, % at 15 µM. hit rate 0.67% among 360,000;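 active = compounds whose normalised, plate-corrected inhibition of enzyme fluorescence in the single-dose primary screen is 50% or more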;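 note: 0% = DMSO with enzyme and 100% = substrate without enzyme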
MsrA act – bovine MsrA enzyme activators, primary screen, biochemical, absorbance, HTS; Methionine sulfoxide reductase A (Bos taurus); purified bovine MsrA, absorbance read-out; activation, % at 10.6 µM; hit rate 0.3% among 360,000; in the data active = activation above about 7.5%;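 note: 0% = vehicle and 100% = reference activator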
SKN-1 block – suppressors of acrylamide-induced Pgst-4::GFP reporter in worms, primary screen, SKN-1 inhibitor project, whole organism, uHTS, GFP/RFP fluorescence ratio, strain VP596 | hit rate 0.49% among 360,000 | inhibition, % at 21.8 µM | C. elegans VP596 Pgst-4::GFP/RFP ratio, 24 h;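 active = interference check ratio from 0.5 to 1.5 plus GFP to RFP signal ratio inhibition reaching or exceeding a fixed threshold, cut at about 30% in these data, passing the limit was not always enough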; note: some compounds called inactive have numbers as strong as hits
eLon inh – inhibitors of E. coli Lon protease, primary screen, biochemical, fluorescence polarization; P0A9M0; purified E. coli Lon protease; inhibition, % at 7.94 µM; hit rate 0.42% among 360,000; in the data active = inhibition above about 13%, passing the limit was not always enough;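 note: 0% = enzyme with probe and DMSO and 100% = no enzyme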
MLLE-PAM2 inh – inhibitors of PABP1 MLLE–PAM2 peptide binding, primary screen, biochemical, fluorescence polarization, FITC-PAM2, GST-MLLE. Polyadenylate-binding protein 1 (Homo sapiens), P11940. inhibition, % at 20 µM. hit rate 0.36% among 360,000; in the data active = inhibition above about 35%, passing the limit was not always enough;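 note: plate controls were DMSO wells with GST-MLLE for no effect and wells lacking GST-MLLE protein for full effect; some results filed as inactive read as strong as hits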
Active calls of the source: *; i = inactive; nt = no result given; + = active, no number.

canonical_smiles,Rin1-Abl PPI inh,Neddylation inh,NRP1-CendR mod,MT1-MMP act inh,FAS TE block,MsrA act,SKN-1 block,eLon inh,MLLE-PAM2 inh
COc1cccc(C(=O)NNC(=O)c2sccc2-n2cccc2)c1,-1,i,9,4,-1,7,-2,3,2
CC(Oc1ccc(Cl)cc1Cl)C(=O)NN=C1CCN(C)CC1 (centres undefined),1,i,-6,0,-3,-3,-3,-4,-6
CN(C)S(=O)(=O)c1cccc(C(=O)Nc2ccccc2C(=O)NC2CC2)c1,5,i,11,-2,-4,-4,-1,-5,-2
Cc1cccc(NC(=O)CNC(=O)CNC(=O)Cc2ccccc2)c1,2,i,7,-1,-3,-2,5,6,0
Cc1ccccc1C(=O)Nc1ccc(C(=O)N/N=C/c2ccccn2)cc1,3,i,4,3,-3,3,4,-7,7
COC(=O)c1ccc2c(=O)n(CCCCCC(=O)NC(C)C)c(=O)[nH]c2c1,-6,i,-3,3,-1,-8,-6,-8,8
N#CCSc1nc2c(c(=O)n1Cc1ccccc1)C1(CCCC1)Cc1ccccc1-2,-3,i,8,-4,28,0,-4,-1,4
COC(=O)c1c(C)oc(C)c1S(=O)(=O)NCc1cccs1,-2,i,11,-1,-2,-1,1,-8,9
COc1cc(NC(=O)COC(=O)/C=C/c2ccc(O)c(OC)c2)cc(OC)c1,-2,i,0,1,2,-6,-4,-7,10
COCCCNC(=O)c1ccc(CN2CCc3ccccc3C2)cc1,0,i,-6,-1,-3,-3,-14,8,5
O=C(O)c1ccc(N2CCS(=O)(=O)CC2)cc1,-2,i,2,8,-4,-2,2,2,5
O=C(Cn1nnc(-c2ccccc2Cl)n1)NCc1ccc2c(c1)OCO2,-2,i,7,-2,-4,-10,-12,-20,0

canonical_smiles,Rin1-Abl PPI inh,Neddylation inh,NRP1-CendR mod,MT1-MMP act inh,FAS TE block,MsrA act,SKN-1 block,eLon inh,MLLE-PAM2 inh
CCCn1cc(S(=O)(=O)CC(=O)N2CCc3ccccc32)c2ccccc21,5,i,8,1,7,-4,-9,-9,-8
COCCn1nnnc1C(c1cc2ccc(OC)cc2[nH]c1=O)N1CCc2ccccc2C1 (centres undefined),-3,i,5,-10,-1,-2,9,7,31
Cc1nc2sccn2c(=O)c1S(=O)(=O)NCC1CCN(Cc2ccc(Cl)cc2)CC1,4,i,8,-3,1,-1,11,-4,12
Cc1cc(/C(N)=N/OC(=O)c2ccccc2Cl)no1,1,i,-1,-3,-4,0,-1,-5,-2
Cc1c(C(=O)O)sc(=S)n1-c1ccccc1,4,i,3,-1,-8,-17,-33,2,10
O=C1CCN(Cc2ccc([N+](=O)[O-])cc2)CCN1[C@H](CO)Cc1ccccc1,1,i,-7,-3,1,-2,5,-18,0
COc1ccc(C(=O)N2CCN(Cc3cc(OC)c(O)c(OC)c3)CC2)cc1OC,5,i,-3,4,-10,-8,-5,-1,11
COc1ccc(NC(=O)c2cccc(NC(=O)c3ccco3)c2)c(OC)c1,-1,i,12,2,-6,-12,-8,-11,1
O=C(NC1CCCCC1)N(C1=NCCCCC1)c1ccc(Br)cc1,-1,i,17,3,3,-2,4,-3,9
CCCCn1c(SCC(=O)NC2CC2)nc2ccccc2c1=O,1,i,-2,1,-4,0,17,1,-6
Cc1ccc(S(=O)(=O)n2cccc2C)cc1,1,i,6,1,16,0,-2,-8,7
COc1ccccc1N1CCN(C(=O)CCCCCn2c(=O)[nH]c3ccsc3c2=O)CC1,-1,i,-6,-6,5,-2,4,-3,11

canonical_smiles,Rin1-Abl PPI inh,Neddylation inh,NRP1-CendR mod,MT1-MMP act inh,FAS TE block,MsrA act,SKN-1 block,eLon inh,MLLE-PAM2 inh
O=C(C1=C[C@@H](c2ccc(C(F)(F)F)cc2)C[C@@H](OCc2ccc(CO)cc2)O1)N1CCN(Cc2ccccc2)CC1,2,i,-7,-2,18,-1,15,-11,8
COc1ccc(Br)cc1C1=CC(=O)C[C@H](c2ccc(F)cc2)C1,-2,i,4,3,26,-1,14,4,10
NC(=O)c1ccsc1NC(=O)COC(=O)Cc1n[nH]c(=O)c2ccccc12,2,i,-5,-2,-4,-1,-14,3,9
COCC(C)NC(=O)CSc1nc2nn(-c3ccccc3)c(=O)c-2c2n1CCCCC2 (centres undefined),-6,i,-2,-1,4,-8,6,8,14
C#CCOCCOCCOCCNc1nc(N2CCN(C(=O)CCCCCCCCCCNC(=O)[C@@H](CCSC)n3cc(CCO)nn3)CC2)nc(N2CCN(C(=O)CCCCCCCCCCNC(=O)[C@H](CCSC)n3cc(CCO)nn3)CC2)n1,4,i,-20,5,-6,2,15,16,3
O=c1[nH]c2cc(NCCO)c([N+](=O)[O-])cc2[nH]1,-12,i,10,11,8,-6,11,0,-9
Cc1cccc(C(C(=O)NC2CCCC2)N(C(=O)c2csnn2)C2CCCC2)c1 (centres undefined),-5,i,10,2,-4,-9,9,-7,3
O=C(C1=C[C@H](c2coc3ccccc3c2=O)C[C@H](OCc2ccc(CO)cc2)O1)N1CCN(Cc2ccc3c(c2)OCO3)CC1,-3,i,0,-4,6,-7,1,2,-8
N#Cc1ccccc1CSC1=NCCS1,4,i,-1,3,-1,0,5,3,9
CC(NC(=O)C1CCN(C(=O)Nc2ccccc2)CC1)c1ccccc1 (centres undefined),-3,i,16,5,-7,-2,0,8,-11
Cc1ccc2ncnc(Oc3ncccc3NC(=O)C(C)(C)C)c2c1,-2,i,7,0,-5,-2,5,9,0
CCN(CC)S(=O)(=O)c1ccc(N/N=C(\C)c2ccc3c(c2)OCO3)c([N+](=O)[O-])c1,-3,i,8,17,4,-4,3,0,1

canonical_smiles,Rin1-Abl PPI inh,Neddylation inh,NRP1-CendR mod,MT1-MMP act inh,FAS TE block,MsrA act,SKN-1 block,eLon inh,MLLE-PAM2 inh
CNC[C@H]1Oc2ccc(NC(=O)Nc3ccccc3)cc2CC(=O)N([C@H](C)CO)C[C@H]1C,1,i,-26,-3,-6,2,12,-34,-20
CC1CCCC(NC(=O)Cn2cc3c(n2)CCCCC3)C1C (centres undefined),-3,i,-7,8,9,2,-10,-7,13
CN(C)CCn1cnc2c(c1=N)C(c1ccccc1)c1ccc3ccccc3c1O2 (centres undefined),-3,i,8,-3,-2,1,-11,2,-2
CN1C2C=C3C(C#N)=C(N)C(C#N)(C#N)[C@@H](c4cccc(F)c4)[C@@H]3C1CC2 (some centres undefined),1,i,-13,-8,1,-3,23,-11,5
Cc1ccc(C(=O)NNC(=O)c2ccc3ccccc3c2O)cc1,-2,i,2,3,10,-5,-12,12,5
CCOC(=O)c1ccc(CNC(=O)C(Cc2c[nH]c3ccccc23)NC(C)=O)o1 (centres undefined),8.1*,i,-14,0,-6,-8,-5,-4,-18
COc1ncnc2c1oc1nc(C(C)C)c3c(c12)CC(C)(C)OC3,4,i,-4,-1,8,8,-37,-8,-13
C[C@H](NC(=O)[C@@H]1Cc2ccccc2CN1)C(=O)NCC1CCCO1 (some centres undefined),-1,i,7,1,-6,-1,1,-5,3
CCn1cc(S(=O)(=O)c2ccc(OC)cc2)c(=O)c2cc(OC)ccc21,0,i,-3,-8,28,-3,5,2,-1
COc1ccccc1CNC(=O)c1c(O)c2cc(OC)c(OC)cc2[nH]c1=O,3,i,15,-1,-13,-11,-27,-7,-5
C=CCNC(=O)C1CC(=O)N(c2ccc(OCC(=O)Nc3ccc(Cl)cc3)cc2)C1 (centres undefined),-1,i,1,1,-2,1,31,1,6
CC1CCCCC1NC(=O)Cn1c(=O)oc2cc(S(=O)(=O)N3CCCC3)ccc21 (centres undefined),-1,i,-12,-6,-9,-1,3,-5,-7

canonical_smiles,Rin1-Abl PPI inh,Neddylation inh,NRP1-CendR mod,MT1-MMP act inh,FAS TE block,MsrA act,SKN-1 block,eLon inh,MLLE-PAM2 inh
COc1cccc2cc(C(=O)NCc3ccco3)c(=O)oc12,-4,i,-17,0,-5,-5,1,-1,1
Cc1ccc(S(=O)(=O)CC(CN2CCOCC2)N2CCOCC2)cc1 (centres undefined),1,i,0,3,-11,-4,2,0,9
CC(C)CSC1=NSC2=NC(=O)/C(=C\c3cccs3)C(=N)N12,0,i,-40,-16,-2,-9,3,-17,-26
CCOc1ccc(NC(=O)CN(C)C(=O)c2csc3c2CCCC3)cc1OCC,0,i,3,2,-7,-1,-1,-1,-5
Cc1nc2ccccc2n1CCOc1ccccc1,3,i,-2,1,-3,-3,-19,-7,-8
CCC1Oc2ccccc2N(CC(=O)NC2CCCC2)C1=O (centres undefined),-2,i,-2,2,-4,-2,-3,-8,10
CCOC(=O)C1=C(COC(=O)Cc2ccc(Br)cc2)NC(=O)NC1C (centres undefined),1,i,12,4,2,-5,16,7,-12
O=S(=O)(c1ccc(N2CCOCC2)cc1)N1CCOCC1,0,i,2,-1,-6,-7,-25,2,11
CCN(c1ccccc1)S(=O)(=O)c1ccc(OC)c(NC(=O)CNC)c1,3,i,12,1,-8,-4,-1,-2,-2
COC(=O)C1=C(C)N(C(C)C)C(=O)C1(NC(C)=O)C(F)(F)F (centres undefined),1,i,1,-3,-5,0,-1,-4,-3
CC(C)[C@H](NC(=O)N1CCn2c1nc1ccccc12)C(=O)N[C@@H](C(=O)O)c1ccccc1,-2,i,10,3,-5,2,3,-3,5
NC1=NC(=O)/C(=C/c2c(OS(=O)(=O)c3ccc(Cl)cc3)ccc3ccccc23)S1,2,+,2,-1,-7,-3,1,3,-4

Marked active in Neddylation inh, of those listed so far:
structure	Rin1-Abl PPI inh	Neddylation inh	NRP1-CendR mod	MT1-MMP act inh	MsrA act	SKN-1 block	eLon inh	MLLE-PAM2 inh
NC1=NC(=O)/C(=C/c2c(OS(=O)(=O)c3ccc(Cl)cc3)ccc3ccccc23)S1	2	+	2	-1	-3	1	3	-4

(listing goes on)
canonical_smiles,Rin1-Abl PPI inh,Neddylation inh,NRP1-CendR mod,MT1-MMP act inh,FAS TE block,MsrA act,SKN-1 block,eLon inh,MLLE-PAM2 inh
CC(=O)c1ccc(N2CCN(C(=O)C3CCN(C(=O)Nc4ccccc4)CC3)CC2)cc1,0,i,16,-6,-7,-2,4,7,-6
CC1(C(=O)NS(=O)(=O)c2cccc(Cl)c2)CCN1C(=O)c1ccccc1 (centres undefined),-1,i,10,1,-6,-3,-8,5,-2
Cn1cc(SCC(=O)NC2CCCC2)c2ccccc21,-3,i,9,0,-6,-4,20,2,5
O=C(NC(=S)Nc1ccc2c(c1)OCCO2)c1ccccc1,2,i,13,3,16,-2,-8,-6,38*
COc1cc(NC(=O)c2ccc(Cl)cc2)c(Cl)cc1NC(=O)c1cccnc1,-2,nt,9,2,-8,-4,3,-2,4
O=C(Nc1ccc(N2CCN(C(=O)c3cccs3)CC2)cc1)c1ccco1,3,i,11,-3,-5,1,9,2,-14
C=CCSc1nc(-c2ccc(OC)cc2)c(C#N)c(=O)n1CC=C,-5,i,-2,-8,37,-2,12,3,-12
Cn1c(Cc2ccccc2)nnc1SCC(=O)NC1CCCC1,0,i,-7,6,-5,-3,12,-4,2
Cc1cc(F)ccc1C(O)c1ncc(-c2ccccc2)[nH]1 (centres undefined),-2,i,2,-10,-2,-1,16,-16,-5
O=C(Oc1ccccc1)c1cccc2cccnc12,-3,i,4,2,-4,-2,10,6,-1
CCn1c(SCC(=O)c2ccccc2)nc2c(c1=O)SC(C)C2 (centres undefined),0,i,-2,nt,14,-2,7,10,20
COc1cccc2[nH]c(C(=O)NCCCN3CCCC3=O)cc12,-3,nt,-4,2,-7,-1,-16,-6,4
